Screening results from PubChem.
EBV LMP1 NFkB = reduces LMP1-driven NF-kappaB luciferase signal. LMP1-induced NF-kappaB luciferase reporter cells, luminescence. inhibition, % at 12.5 µM. 350,000 tested, 0.69% active. AID 504558; in the data active means inhibition above about 41%;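 further: 0% = neutral control wells and 100% = reference inhibitor control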
NCOA1 inh = inhibits human SRC1 coactivator. Q15788. HEK293 GAL4-SRC1 luciferase reporter, luminescence. inhibition, % at 3.6 µM. 360,000 tested, 0.12% active;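 active means inhibition above the campaign mean plus 3 SD, with each screening campaign given its own cutoff, cut at about 60% in these data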;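 further: 0% = DMSO treated cells and 100% = gossypol at 36 µM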
SRC2 inh = human SRC2 (NCOA2) inhibition; HEK293 GAL4-SRC2 luciferase reporter, luminescence; inhibition, % at 9 µM; Q15596; 370,000 tested, 0.17% active; AID 651957;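 active means inhibition above the mean inhibition of all tested compounds plus 3 SD, set per campaign, cut at about 52% in these data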;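 further: 0% = DMSO treated cells and 100% = cells given Gossypol at 36 µM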
LRH-1 inv ag = NR5A2 inverse agonism in reporter assay; AID 602396; 360,000 tested, 0.13% active; inhibition, % at 3.6 µM; HEK293T StAR-luciferase reporter, LRH-1 transfected, 24 h; O00482;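 active means inhibition above the mean inhibition of all tested compounds plus 3 SD, cut at about 73% in these data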;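 further: 0% = DMSO wells and 100% = reporter-only cells lacking LRH-1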
Target sequence (O00482 whole entry, looked up): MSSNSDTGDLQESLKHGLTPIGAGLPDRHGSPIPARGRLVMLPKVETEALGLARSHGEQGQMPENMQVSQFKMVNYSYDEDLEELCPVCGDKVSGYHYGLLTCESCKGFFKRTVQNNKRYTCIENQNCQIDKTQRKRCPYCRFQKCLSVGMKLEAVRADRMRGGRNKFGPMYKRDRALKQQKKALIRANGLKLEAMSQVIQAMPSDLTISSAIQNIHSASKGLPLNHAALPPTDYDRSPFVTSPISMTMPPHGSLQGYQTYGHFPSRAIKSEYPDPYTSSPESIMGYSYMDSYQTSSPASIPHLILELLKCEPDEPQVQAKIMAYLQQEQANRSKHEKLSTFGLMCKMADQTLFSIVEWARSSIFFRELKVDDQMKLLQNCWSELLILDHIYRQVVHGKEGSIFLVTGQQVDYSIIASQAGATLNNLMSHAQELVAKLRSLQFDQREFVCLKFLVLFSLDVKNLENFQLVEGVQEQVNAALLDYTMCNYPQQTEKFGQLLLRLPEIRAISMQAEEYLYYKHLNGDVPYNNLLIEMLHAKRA
TLR9-MyD88 block = blocks human TLR9 binding to MyD88; Q9NR96+Q99836; CHO BLA complementation TLR9-MyD88, CCF4 FRET ratio; inhibition, % at 4.98 µM; 340,000 tested, 0.21% active;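 active means inhibition above the mean over all tested compounds plus 3 SD, cut at about 21% in these data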;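 further: 0% = DMSO only wells and 100% = clavulanate BLA inhibitor control wells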
NR2F2 inh = inhibitors of human COUP-TFII (NR2F2) | P24468 | HEK293T NGFI-A luciferase reporter, luminescence | inhibition, % at 8.6 µM | 370,000 tested, 0.7% active | AID 686940;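 active means inhibition above a per-plate cutoff, mean inhibition of test wells between control levels plus 3 SD, cut at about 38% in these data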;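 further: cells cotransfected with COUP-TFII expression vector driving the NGFI-A reporter; 0% = median of COUP-TF2 test wells and 100% = reporter-only cells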
ABHD5 PLIN5 PPI = blocks binding of human ABHD5 to perilipin-5. Q00G26+Q8WTS1. Split G. princeps luciferase complementation, luminescence, 4 h. inhibition, % at 4 µM. 360,000 tested, 0.78% active. AID 602281;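 active means inhibition above the mean inhibition across every tested compound plus 3 SD, cut at about 22% in these data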;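 further: 0% = DMSO only wells and the 100% control is not disclosed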
MC4R barr agon = agonists of human melanocortin 4 receptor (MC4R) beta-arrestin | U2OS MC4R beta-arrestin complementation, luminescence; percent of melanotan II response, DMSO zero | AID 540308 | 360,000 tested, 0.98% active | activation, % at 8.9 µM | P32245;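 active means activation above a per-plate cutoff, the mean activation of sample wells on that plate plus 3 SD, cut at about 8% in these data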
Target sequence (P32245 whole entry, looked up): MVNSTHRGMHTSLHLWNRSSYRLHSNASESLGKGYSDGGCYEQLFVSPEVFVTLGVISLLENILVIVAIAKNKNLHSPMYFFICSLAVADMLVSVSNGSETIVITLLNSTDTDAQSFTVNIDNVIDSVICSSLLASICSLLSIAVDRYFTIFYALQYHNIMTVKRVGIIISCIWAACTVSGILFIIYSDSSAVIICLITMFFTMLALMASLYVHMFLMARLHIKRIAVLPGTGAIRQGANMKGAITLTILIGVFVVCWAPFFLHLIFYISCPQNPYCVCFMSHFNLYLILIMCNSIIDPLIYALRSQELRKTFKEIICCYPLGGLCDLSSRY
NCOA3 inh = inhibits human SRC3 coactivator; Q9Y6Q9; HEK293 GAL4-SRC3 luciferase reporter, luminescence; inhibition, % at 3.6 µM; 360,000 tested, 0.17% active; AID 588352;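 active means inhibition above a per-campaign cutoff, the mean of all compounds plus 3 SD, cut at about 60% in these data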;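 further: 0% = DMSO-treated cells and 100% = gossypol-treated cells at 36 µM; higher means less SRC3-driven luciferase light from the GAL4 reporter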
MC4R antag cAMP = blocks human MC4R cAMP signaling | inhibition, % at 6.5 µM | 360,000 tested, 0.48% active | MC4R-expressing cells, MTII-stimulated cAMP, LANCE TR-FRET | P32245;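 active means inhibition above its plate's cutoff, the mean of tested wells on that plate plus 3 SD, cut at about 29% in these data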;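 further: 0% = Melanotan II alone and 100% = Melanotan II plus saturating MCL0020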
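System: U2OS cells stably expressing human melanocortin 4 receptor (MC4R). Reagent: Melanotan II challenge after compound preincubation. Doses: 6.5 µM. Times: 30-min compound, 1-h challenge, 1-h detection, room temperature. Measured by: TR-FRET with Eu-cAMP and labeled anti-cAMP, 671 nm. Replicates: singlicate.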
NOD2 RIPK2 PPI = blocks binding of human NOD2 to RIPK2; O43353; CHO BLA complementation NOD2-RIPK2, CCF4 ratio; inhibition, % at 4.98 µM; 360,000 tested, 0.38% active; AID 624267; in the data active means inhibition above about 21%;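 further: 0% = vehicle only and 100% = reference blocker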
* = called active by the depositor; nt = no result given; & = joins results of further samples.

SMILES | EBV LMP1 NFkB | NCOA1 inh | SRC2 inh | LRH-1 inv ag | TLR9-MyD88 block | NR2F2 inh | ABHD5 PLIN5 PPI | MC4R barr agon | NCOA3 inh | MC4R antag cAMP | NOD2 RIPK2 PPI
Cn1c(O)c(C=NCc2cccs2)c(=O)n(C)c1=O | -5 | 7 | -4 | 19 | -1 | -4 | -1 | 1.5 | 20 | -3 | -14
COC(=O)C1=C(c2c(C)noc2C)C[C@@H]2CC[C@H]1N2C(=O)NC1Cc2ccccc2C1 | -6 | 5 | 0 | 27 | 0 | -3 | 1 | -0.9 | 2 | 7 | 2
CCC(=O)c1ccc(OC(=O)N(C)c2ccccc2)cc1 | -1 | 1 | -2 | -18 | nt | -1 | -2 | 1.2 | 10 | -2 | -4
COC(=O)C1=C(c2c(C)noc2C)C[C@@H]2CC[C@H]1N2C(=O)N1CCOCC1 | 3 | 0 | 10 | -18 | -16 | -7 | -9 | 0.7 | 0 | 6 | 3
O=C1/C(=C/c2ccccc2)C[C@@]2(O)[C@H]3Cc4ccc(O)c5c4[C@@]2(CCN3CC2CC2)C1O5 (stereo not given in full) | 20 | 86* | nt | 84* | 7 | nt | 65* | -3.9 | 83* | -3 | 35*
CC(O)(CS(=O)(=O)c1cccc(C(F)(F)F)c1)C(=O)Nc1cccc(C(F)(F)F)c1 (stereo not given) | 1 | 17 | 6 | 18 | -8 | 2 | -11 | 10.0* | 23 | 4 | -18
Cc1ccccc1CN1CCNCC1 | -1 | -8 | -7 | 16 | -4 | 8 | -2 | 0.5 | 5 | 17 | -6
COc1ccc(C(=O)N/N=C/C23CC[C@@H](O)CC2(O)CC[C@@H]2[C@@H]3CCC3(C)C(C4=CC(=O)OC4)CCC23O)cc1 (stereo not given in full) | -9 | 6 | -53 | 10 | 4 | -6 | 2 | 6.0 | 18 | 2 | -8
Cc1[nH]n(-c2ccccc2)c(=O)c1C(c1ccc([N+](=O)[O-])cc1)c1c(C)[nH]n(-c2ccccc2)c1=O | 14 | -8 | nt | 11 | 0 | nt | -41 | -4.5 | -2 | 15 | -3
Clc1ccccc1C1=NCc2nncn2-c2sc(Br)cc21 | nt | 6 | 0 | -4 | nt | 13 | -3 | -1.9 | 9 | 0 | 3
COc1ccc(O)c(CN2CCCC(C(=O)c3ccccc3SC)C2)c1 (stereo not given) | -1 | 3 | -4 | 14 | 0 | -11 | 0 | -3.0 | 6 | -3 | 0
CC[C@H]1CN(C)C[C@@]2(C(=O)OC)Cc3c([nH]c4ccccc34)C(=O)C[C@@H]12 | 4 | -12 | -12 | 1 | -5 | 26 | -2 | -2.5 | 23 | 1 | 7
Cc1ccccc1-n1c(C)nc2ccccc2c1=O | -4 | 1 | 0 | 13 | -14 | -13 | -1 | -1.7 | 1 | -1 | -2
Cc1ccc(N2C(=O)NC(=O)C(CCc3ccncc3)(Cc3cccc(Cl)c3Cl)C2=O)cc1 (stereo not given) | -3 | -2 | 10 | 0 | -1 | 8 | -3 | -0.6 | 10 | 8 | -4
CCCCn1nnnc1C(CCSC)N1CCC(n2c(=O)[nH]c3ccccc32)CC1 (stereo not given) | nt | 36 | 12 | 25 | nt | 0 | -3 | nt | 24 | nt | 6
CC(C)(C)[C@]1(O)C[C@@H]2OC(=O)C[C@@]23C(=O)O[C@@H]2OC(=O)[C@@H](O)C213 (stereo not given in full) | 0 | 6 | -13 | 4 | -1 | 12 | 1 | 0.9 | -1 | 1 | -9
CCOC(=O)[C@]12Cc3c(cc(OC)c(OC)c3OC)[C@H]1N(C(C)C)C(=O)c1ccccc12 | nt | nt | -10 | -3 | nt | 10 | 13 | nt | nt | nt | 12
COc1ccccc1N1CCN(Cc2ccc(Cl)cc2Cl)CC1 | -6 | 8 | 12 | -15 | -15 | 15 | -8 | -0.1 | -5 | -1 | -2
CC(C)(OOC1(c2ccccc2)NC(=O)c2ccccc21)c1ccccc1 (stereo not given) | nt | nt | 7 | -11 | nt | 20 | -6 | nt | nt | nt | -9
CC/C(=N\NC(=O)c1ccccc1)c1c(O)n(Cc2ccccc2)c(=O)[nH]c1=O | nt | -80 | -62 | -72 | nt | -7 | -1 | 3.2 | -49 | 2 | -3
COC(=O)C1=C(c2ccc(OC(F)(F)F)cc2)C[C@@H]2CC[C@H]1N2C(=O)N1CCC(C)CC1 | 20 | 12 | 8 | 21 | -5 | 28 | -3 | -0.6 | 11 | -3 | -5
C=CC(C)C(C(=O)c1ccccc1)N(C)C (stereo not given) | -2 | -2 | -19 | -10 | -6 | 0 | 1 | -1.0 | -26 | 9 | -3
O=C(c1cccc(C(F)(F)F)c1)N1C[C@H]2C[C@@H](C1)c1cccc(=O)n1C2 | 0 | -4 | -21 | 2 | 13 | -8 | 1 | -0.1 | 13 | 15 | 2
O=C(C(=O)N1CCOCC1)c1cn(Cc2ccccc2F)c2ccccc12 | -3 | -11 | 10 | 7 | 13 | 2 | 3 | -2.5 | 3 | 0 | -10
c1cncc(CNC2=NCCCCC2)c1 | 1 | 2 | -3 | -2 | -8 | -1 | -2 | -2.0 | -2 | -2 | -3
CCOC(=O)C1CCN(C=C2C(=O)N(C)C(=S)N(C)C2=O)CC1 | 2 | -11 | 14 | 10 | -14 | -2 | 4 | -0.7 | 23 | 9 | -4
COc1ccc2c(c1)NP(=S)(c1ccccc1)N2C (stereo not given) | -1 | -97 | -66 | -140 | -6 | -40 | -41 | -1.2 | -104 | -4 | -3
C/C=C(\C)C(=O)N[C@@H](c1ccccc1)[C@@H](O)C(=O)O[C@H]1C[C@@]2(O)[C@@H](OC(=O)c3ccccc3)C3[C@](C)(C(=O)[C@H](OC(C)=O)C(=C1C)C2(C)C)[C@H](O)C[C@H]1OC[C@@]31OC(C)=O (stereo not given in full) | 12 | -18 | -29 | 23 | 8 | 8 | -1 | 1.4 | 16 | 5 | -4
O=C(Nc1ccc(Cl)cc1C(=O)c1ccccc1)c1ccc(Br)o1 | 12 | 11 | -5 | 4 | -3 | 0 | -9 | 2.6 | -28 | 5 | 10
O=C1NC2C(=CC(O)C(O)C2O)c2cc3c(cc21)OCO3 (stereo not given) | 78* | 94* | 75* | 97* | 4 | 78* | 4 | -1.8 | 91* | 1 | 15
CC(NC(C)(C)C)C(=O)c1cccc(Cl)c1 (stereo not given) | 1 | -1 | -5&21 | 9 | 1 | -4&15 | 1 | -1.4 | -14 | -1 | -9
CCC(c1nnnn1-c1ccc(OC)cc1)N1CCC2(CC1)C(=O)NCN2c1ccccc1 (stereo not given) | nt | 3 | 1 | -7 | nt | -8 | 12 | nt | -8 | nt | 6
COc1cccc(-n2c(O)c(C=NCCN3CCOCC3)c(=O)[nH]c2=O)c1 | -1 | -1 | -15 | 1 | -4 | 14 | 1 | -2.7 | 28 | -3 | -3
CC(C)OS(C)(=O)=O | 0 | -11 | -5 | -18 | -3 | 9 | 0 | 0.9 | 3 | 12 | 3
CN=C(SCC(=O)c1cccc(Cl)c1)c1c(O)n(C)c(=O)n(C)c1=O | 10 | -7 | 9 | 23 | 7 | 20 | 1 | -0.5 | 19 | -6 | -3
C=C(C)CC1(CC)C(=O)NC(=S)NC1=O | nt | -8 | -8 | -4 | nt | 8 | 3 | -0.4 | -4 | 1 | -9

Entries shown so far with a tert-butyl group, in the order listed:
SMILES | EBV LMP1 NFkB | NCOA1 inh | SRC2 inh | LRH-1 inv ag | TLR9-MyD88 block | NR2F2 inh | ABHD5 PLIN5 PPI | MC4R barr agon | NCOA3 inh | MC4R antag cAMP | NOD2 RIPK2 PPI
CC(C)(C)[C@]1(O)C[C@@H]2OC(=O)C[C@@]23C(=O)O[C@@H]2OC(=O)[C@@H](O)C213 (stereo not given in full) | 0 | 6 | -13 | 4 | -1 | 12 | 1 | 0.9 | -1 | 1 | -9
CC(NC(C)(C)C)C(=O)c1cccc(Cl)c1 (stereo not given) | 1 | -1 | -5&21 | 9 | 1 | -4&15 | 1 | -1.4 | -14 | -1 | -9

The results go on.
SMILES | EBV LMP1 NFkB | NCOA1 inh | SRC2 inh | LRH-1 inv ag | TLR9-MyD88 block | NR2F2 inh | ABHD5 PLIN5 PPI | MC4R barr agon | NCOA3 inh | MC4R antag cAMP | NOD2 RIPK2 PPI
CC(=O)C1C2c3ccccc3OC1(C)N=c1s/c(=C/c3cn(C)nc3C)c(=O)n12 (stereo not given) | -5 | 2 | 6 | 2 | -2 | 14 | 0 | 1.3 | 7 | 3 | 5
Cc1ccc(S(=O)(=O)N2CCN(C(=O)COC(=O)Cc3ccccc3)CC2)c(C)c1 | -4 | -19 | 11 | -20 | 6 | 0 | -5 | -2.3 | -5 | 9 | -2
C[C@]12CC[C@@H](O)CC1=CC(=O)C1C2CC[C@]2(C)C(=O)[C@H](O)CC12 (stereo not given in full) | -1 | -2 | -24 | -7 | 7 | -10 | -4 | 1.1 | -19 | 13 | -4
COC(=O)C1=C(c2cccc(OC)c2OC)C[C@@H]2CC[C@H]1N2C(=O)N1CCOCC1 | -4 | -8 | -11 | 8 | -10 | -8 | 1 | -1.8 | -8 | 5 | 2
CCCCCN1C(=O)c2ccccc2[C@@]2(C(=O)OCC)Cc3cc(OC)ccc3[C@@H]12 | nt | nt | -8 | 16 | nt | 13 | 25* | nt | nt | nt | -8
C=CCn1c(O)c(/C=N/N2CCCCC2c2cccnc2)c(=O)[nH]c1=S (stereo not given) | 5 | 2 | -3 | -15 | 8 | 8 | -10 | -2.0 | 21 | 5 | 6
CCCCC1(CCCC)C(=O)NC(=Nc2cccc(C)c2)NC1=O | -1 | -2 | 7 | -1 | 1 | 6 | 0 | 3.0 | -26 | 2 | -3
CC(=O)O[C@]1(c2ccccc2)CCN(C)[C@H]2CCCC[C@@H]21 | 1 | 5 | 11 | 6 | 12 | 12 | -3 | 0.2 | 14 | -1 | 2
CN1CCc2cccc(Cl)c2CC1 | 7 | 9 | -1 | 11 | 4 | -1 | 0 | -0.6 | -6 | 3 | 1
Cc1sc2nc(COC(=O)Cc3ccccc3)[nH]c(=O)c2c1C | 1 | -44 | -5 | -7 | 6 | -6 | -1 | -0.7 | 8 | -7 | -1
c1ccc(CCNCc2cccs2)cc1 | 7 | 7 | -9 | -3 | -1 | -20 | 0 | -2.9 | 8 | 2 | -1
CCN(CC)c1ccc(/C=C2/C(=O)NC(=O)N(CC3CCCO3)C2=O)cc1 (stereo not given) | 18 | -7 | 0 | 11 | 2 | 0 | -21 | -1.1 | 7 | 11 | 3
Cc1ccsc1C(=O)C1CCCN(Cc2ccc(-n3cccn3)cc2)C1 (stereo not given) | 2 | 2 | 24 | -4 | -2 | 23 | 0 | -3.8 | 14 | -4 | 4
CC/C(=N\NC(=S)Nc1ccccc1)c1c(O)[nH]c(=O)[nH]c1=O | 4 | -56 | 0 | -37 | -1 | -17 | -11 | -2.2 | -25 | -5 | -2
C[C@]12CC[C@@H]3c4ccc(O)c(O)c4CC[C@H]3[C@@H]1CC[C@@H]2O | -32 | -4 | 23 | -15 | -3 | -1 | 6 | -1.4 | -27 | -1 | -5

An excerpt. The share of hits here may be higher or lower than overall.
